KCNQ2 block: KCNQ2 potassium channel inhibitors, primary screen, cell-based, CHO-K1, FluxOR thallium flux, B-score (AID 2156); Potassium voltage-gated channel subfamily KQT member 2 (Rattus norvegicus), O88943; 20 min; hits give low values; B-score at 10 µM; hit rate 1.1% among 310,000;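 active = fluorescence ratio B-score at most minus 3 library SDs, with starting brightness B-score within 2 library SDs, cut at about -5.5 in these data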
CHT inh: inhibitors of human choline transporter CHT; High affinity choline transporter 1 (Homo sapiens), Q9GZV3; hit rate 0.86% among 310,000; CHT-expressing cells, membrane potential dye, choline response; hits give low values; B-score at 10 µM;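 active = B-score over 3 SD under the library average, and starting fluorescence ratio not unusually high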;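 note: choline stimulus applied at its EC90 after an EC20 pre-addition; B-score computed on integrated fluorescence ratio after choline addition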
Target sequence (Q9GZV3 whole entry, looked up): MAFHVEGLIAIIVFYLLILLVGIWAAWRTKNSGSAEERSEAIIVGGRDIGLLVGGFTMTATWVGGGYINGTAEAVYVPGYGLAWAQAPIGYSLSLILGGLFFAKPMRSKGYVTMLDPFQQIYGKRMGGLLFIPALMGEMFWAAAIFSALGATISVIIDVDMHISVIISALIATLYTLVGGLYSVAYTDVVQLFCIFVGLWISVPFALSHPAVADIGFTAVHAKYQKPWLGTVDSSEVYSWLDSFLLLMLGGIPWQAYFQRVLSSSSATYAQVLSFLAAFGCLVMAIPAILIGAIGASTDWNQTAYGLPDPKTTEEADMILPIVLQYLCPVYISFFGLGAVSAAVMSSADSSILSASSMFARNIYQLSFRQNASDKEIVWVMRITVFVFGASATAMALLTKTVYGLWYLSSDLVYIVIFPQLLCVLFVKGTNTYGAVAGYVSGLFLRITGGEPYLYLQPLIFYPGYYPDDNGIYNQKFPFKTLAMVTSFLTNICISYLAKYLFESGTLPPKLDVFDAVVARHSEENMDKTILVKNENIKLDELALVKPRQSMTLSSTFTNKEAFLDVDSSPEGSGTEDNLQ
Active calls of the source: *; i = inactive; . = no result given. Random draw from the library. Share with any hit: about 1.9%.

SMILES	KCNQ2 block	CHT inh
O=C(N/N=C1/CC2C=CCC12)c1ccc(Br)o1 (stereo not given)	i	i
Cc1ccc(Nc2nc(C(=O)NCc3ccco3)cs2)cc1	i	i
C=CCn1c(SCC(=O)Nc2nc3ccccc3s2)nc(O)c(CC)c1=O	i	i
CCCCn1c(N)c(N(CCOC)C(=O)c2ccc(N3CCCC3)c([N+](=O)[O-])c2)c(=O)[nH]c1=O	i	i
C#CCN(C)CCCOc1ccc(Cl)cc1Cl	i	i
COc1cc(C(N)=O)ccc1OCc1ccccc1	i	i
COc1ccc(/C=C2\CCCc3c2nc2ccccc2c3C(=O)O)cc1OC	i	i
CCCOP(=O)(c1ccc(N(C)C)cc1)C(O)c1cc(OC)ccc1OC (stereo not given)	i	i
CC1(C)OC(=O)N(CCC(=O)Nc2cccc(F)c2)C1(C)O (stereo not given)	i	i
Cc1csc(CN(C)C(=O)CC2C(=O)NCCN2CC(C)(C)C)n1 (stereo not given)	i	i
COc1ccc(CCN2CC(C(=O)N(C)CC(=O)Nc3cccc(F)c3)CC2=O)cc1OC (stereo not given)	i	i
Cc1cc(C)cc(NC(=O)CCc2nc3sc4c(c3c(=O)[nH]2)CCCC4)c1	i	i
COc1ccc(C(O)C(CN2CCOCC2)c2ccccc2)cc1F (stereo not given)	i	i
CC(C)(C)c1ccc(/C=N/NC(=S)Nc2cccnc2)cc1	i	i
O=S(=O)(c1ccc(F)cc1F)N1CCCN(c2ccc(C(F)(F)F)cn2)CC1	i	i
C=C(C)C1(O)OC(=O)C=C1OC (stereo not given)	i	i
CCOC(=O)C1CCN(S(=O)(=O)c2ccc(-c3ccccn3)s2)CC1	i	i
Cc1csc(SCC(=O)NC(=O)NC2CCCC2)n1	i	i
CC(C)(C)CN1CCNC(=O)C1CC(=O)N1CCC(C(=O)N2CCOCC2)CC1 (stereo not given)	i	i
COc1ccc(N(CC(=O)NC2CCCC2)S(=O)(=O)c2c(C)[nH]c(=O)[nH]c2=O)cc1	i	i
COc1cc(OC)cc(-c2nnc(NC(=O)CCS(=O)(=O)c3ccc(C)cc3)o2)c1	i	i
CCCC(=O)Nc1ccc(C(=O)n2nnc3ccccc32)cc1	i	i
CN(C)c1ccc(/C=C2/SC(=O)N(CCN=C3NS(=O)(=O)c4ccccc43)C2=O)cc1	i	i
CC(Oc1ccc2c3c(c(=O)oc2c1)CCCC3)C(=O)NCc1cccnc1 (stereo not given)	i	i
CCOC(=O)N1CCN(C(=O)CSc2ccccc2)CC1	i	i
COc1ccc(NC(=O)c2cccs2)c([N+](=O)[O-])c1	i	i
CCc1ccccc1NC(=O)CN1C(=O)C2CCCN2c2ncc(Cl)cc21 (stereo not given)	i	i
O=C(NNS(=O)(=O)c1ccccc1F)c1cc(-c2ccccc2)n[nH]1	i	i
CC1N(C)c2cccc3cccc(c23)N1C	i	i
O=C(c1cn(-c2ccccc2)nc1-c1ccccc1)N1CCOCC1	i	i
Cc1cc(C(=O)NC(Cc2ccccc2)C(=O)O)c(C)o1 (stereo not given)	i	i
Nc1nc(-c2ccco2)nn1C(=O)CCc1ccccc1	i	i
Cc1sc(NC(=O)c2ccco2)c(CN2CCCCC2)c1C	i	i
COc1cc(C(=O)NNC(=S)NC(=O)/C=C/c2ccccc2)cc(OC)c1OC	i	i
COc1ccccc1CN1CCNC(=O)C1CC(=O)N(C)Cc1ccon1 (stereo not given)	i	i
CC(C)(C)NS(=O)(=O)c1cc(C(=O)Nc2sccc2C#N)ccc1Cl	i	-5.3*
CCOc1cc(C(=O)N(C)Cc2cc3cc(OC)ccc3[nH]c2=O)cc(OCC)c1OCC	i	i
CC1(C(=O)N2CCN(Cc3ccccc3Cl)CC2)CC1(Cl)Cl (stereo not given)	i	i
O=C(CSc1nc2nc(-c3cccs3)cc(C(F)(F)F)c2c(=O)[nH]1)Nc1c(F)c(F)c(F)c(F)c1F	i	i
Cc1ccc(C(=O)NCCSc2c(C)[nH]c3ccccc23)cc1[N+](=O)[O-]	i	i
Oc1ccc(Br)cc1-c1cc(-c2ccco2)[nH]n1	i	i
COc1ccccc1NC(=O)c1ccc(N)cc1	i	i
COC(=O)c1ccc(CSc2nc3ccccc3c(=O)n2N)cc1	i	i
CC(=O)c1ccc(NC(=O)c2noc3c2CCC3)cc1	i	i
COc1cccc(OCCOCCN(C)CCO)c1	i	i
COC(CNC(=O)c1ccc(Cn2c(=S)[nH]c3cc4c(cc3c2=O)OCO4)cc1)OC	i	i
CCOC(=O)Cc1csc(NC(=O)c2ccc(Br)cc2)n1	i	i
O=C(C[n+]1cccc(Br)c1)c1ccccc1	i	-6*
CC(C)NC(=O)CSc1nc(N)c(NC(=O)c2ccccc2F)c(=O)[nH]1	i	i
COCCNC(=O)COC(=O)/C=C/c1c(C)nn(Cc2ccc(Cl)cc2Cl)c1Cl	i	i
CC(=O)NC(CC(=O)OCC(=O)N1CCN(S(=O)(=O)c2ccc(Cl)cc2)CC1)c1ccccc1 (stereo not given)	i	i
Cc1cc(C)n(CCC(=O)Nc2ccc3c(c2)OCCO3)n1	i	i
COc1cccc(C(=O)CN2CCN(S(=O)(=O)c3cccc([N+](=O)[O-])c3)CC2)c1	i	i
O=C(/C=C/c1ccc(Cl)cc1Cl)NCc1ccncc1	i	i
O=C(/C=C/c1ccccc1)NC(=S)Nc1cccnc1	i	i
Cc1ccccc1C(=O)NC(=S)Nc1ccccc1[N+](=O)[O-]	i	i
COc1cc(NC(=S)Nc2ncccc2C)cc(OC)c1OC	i	i
O=C(NCCCc1ccccn1)C1CCC(=O)N(Cc2cccc(F)c2)C1 (stereo not given)	i	i
O=C(COC(=O)C1CCCCC1)Nc1ccc(N2CCCCC2)cc1	i	i
Cc1cc(C)c(C(=O)/C=C/c2cccc3ccccc23)c(=O)[nH]1	i	i

Reprinted from the results shown, 21 compounds:
SMILES	KCNQ2 block	CHT inh
Cc1ccc(C(=O)NCCSc2c(C)[nH]c3ccccc23)cc1[N+](=O)[O-]	i	i
Oc1ccc(Br)cc1-c1cc(-c2ccco2)[nH]n1	i	i
COc1ccccc1NC(=O)c1ccc(N)cc1	i	i
COC(=O)c1ccc(CSc2nc3ccccc3c(=O)n2N)cc1	i	i
CC(=O)c1ccc(NC(=O)c2noc3c2CCC3)cc1	i	i
COc1cccc(OCCOCCN(C)CCO)c1	i	i
COC(CNC(=O)c1ccc(Cn2c(=S)[nH]c3cc4c(cc3c2=O)OCO4)cc1)OC	i	i
CCOC(=O)Cc1csc(NC(=O)c2ccc(Br)cc2)n1	i	i
O=C(C[n+]1cccc(Br)c1)c1ccccc1	i	-6*
CC(C)NC(=O)CSc1nc(N)c(NC(=O)c2ccccc2F)c(=O)[nH]1	i	i
COCCNC(=O)COC(=O)/C=C/c1c(C)nn(Cc2ccc(Cl)cc2Cl)c1Cl	i	i
CC(=O)NC(CC(=O)OCC(=O)N1CCN(S(=O)(=O)c2ccc(Cl)cc2)CC1)c1ccccc1 (stereo not given)	i	i
Cc1cc(C)n(CCC(=O)Nc2ccc3c(c2)OCCO3)n1	i	i
COc1cccc(C(=O)CN2CCN(S(=O)(=O)c3cccc([N+](=O)[O-])c3)CC2)c1	i	i
O=C(/C=C/c1ccc(Cl)cc1Cl)NCc1ccncc1	i	i
O=C(/C=C/c1ccccc1)NC(=S)Nc1cccnc1	i	i
Cc1ccccc1C(=O)NC(=S)Nc1ccccc1[N+](=O)[O-]	i	i
COc1cc(NC(=S)Nc2ncccc2C)cc(OC)c1OC	i	i
O=C(NCCCc1ccccn1)C1CCC(=O)N(Cc2cccc(F)c2)C1 (stereo not given)	i	i
O=C(COC(=O)C1CCCCC1)Nc1ccc(N2CCCCC2)cc1	i	i
Cc1cc(C)c(C(=O)/C=C/c2cccc3ccccc23)c(=O)[nH]1	i	i

More records follow:
SMILES	KCNQ2 block	CHT inh
Cc1cccc(C)c1NC(=O)COC(=O)c1cc(-c2cccnc2)nc2ccccc12	i	i
FC(F)(F)c1ccccc1/C=N/n1c(C2CCCCC2)n[nH]c1=S	i	i
O=C(COc1ccc2c(C(F)(F)F)cc(=O)oc2c1)Nc1ccc2c(c1)OCCO2	i	i
CC(CCc1ccccc1)NC(=O)c1ccco1 (stereo not given)	i	i
Cn1c(=O)cc(OCCCC(=O)NC2CCCC2)c2ccccc21	i	i
COc1cc(C(=S)N2CCOCC2)ccc1OC(=O)c1ccc([N+](=O)[O-])cc1[N+](=O)[O-]	i	i
CCCCC1=CC2=C(c3ccco3)C(=O)C(C)(OC(=O)c3ccc(OC)cc3)C(=O)C2=CN1CCCCO (stereo not given)	i	i
Cc1ccc(NC(=O)NC2CC(=O)N(c3ccc4c(c3)OCCO4)C2)cc1F (stereo not given)	i	i
Cn1nnc(NC(=S)NC(=O)c2ccco2)n1	i	i
OCCCNCc1ccc(Cl)cc1Cl	i	i
CN(C)c1ccc(N=Cc2nc(-c3ccccc3)oc2OC(=O)c2cccc(Br)c2)cc1	i	i
O=C(CCn1c(=O)oc2ccc(Cl)cc21)N1CCN(c2ccccc2)CC1	i	i
Cc1cc(=O)n2ccsc2n1	i	i
Cc1noc(C(=O)Nc2ccc(Cl)cc2)c1Cl	i	i
Cc1cccc(NC(=O)NCC2CC2)c1	i	i
COCCNC(=S)N1CCc2cc(OC)c(OC)cc2C1c1cccs1 (stereo not given)	i	i
CS(=O)(=O)N(CC(=O)N1CCN(c2ccc(F)cc2)CC1)c1cccc(Cl)c1	i	i
O=C(/C=C/c1ccccc1)N1CCOCC1	i	i
CC(=O)c1cccc(NC(=O)c2ccc3c(c2)OCO3)c1	i	i
O=C(Cc1ccccc1)Nc1nc(-c2ccc(F)c(F)c2)cs1	i	i

2 records picked at random from the list so far, as already listed:
SMILES	KCNQ2 block	CHT inh
CC1N(C)c2cccc3cccc(c23)N1C	i	i
O=C(NNS(=O)(=O)c1ccccc1F)c1cc(-c2ccccc2)n[nH]1	i	i

Further structures
SMILES	KCNQ2 block	CHT inh
O=C1C2C3C=CC(C3)C2C(=O)N1CCCCN1C(=O)C2C3C=CC(C3)C2C1=O (stereo not given)	i	i
Fc1ccc2nc3[nH]c4ccccc4c3nc2c1	i	i
Cc1[nH]nc2c1C(c1cccnc1)N(c1ccc(Br)cc1)C2=O (stereo not given)	i	i
Nc1ccc(C(=O)Oc2ccc([N+](=O)[O-])cc2)c(O)c1	i	i
Cc1ccc(C(=O)NCc2nnc(SCC(=O)NC(C)c3ccccc3)n2C)cc1 (stereo not given)	i	i
CCCCNS(=O)(=O)c1ccc2nc(SCC(=O)Nc3cc(C)cc(C)c3)[nH]c2c1	i	i
CC(C)/C=C/CN1CCCC(N2CCN(c3cccc(Cl)c3)CC2)C1 (stereo not given)	i	i
N/C(=N\S(=O)(=O)c1ccc(Cl)s1)c1ccccc1	i	i
CCOC(=O)Cc1csc(N/N=C/c2ccccc2)n1	i	i
Cc1c(C(C)NC(=O)Nc2ccc(F)cc2F)cnn1C (stereo not given)	i	i
COc1cccc(-c2nc(NC(C)C)c3ccccc3n2)c1O	i	i
CN(C)C/C(Cl)=C(\Cl)c1ccccc1	i	i
CCCS(=O)(=O)c1nc(S(=O)(=O)c2ccc(C)cc2)c(NCc2ccco2)s1	i	i
Cc1ccc(C)c(Nc2nc(N)c3ccccc3n2)c1	i	i
COc1cc2c(cc1OC)C(c1ccc(N(C)C)cc1)CC(=O)N2 (stereo not given)	i	i
Cc1ccc(S(=O)(=O)Nc2n[nH]nc2C(=O)NC2CCCCC2)cc1	i	i
CCn1c(O)c(C=NCc2ccccc2)sc1=S	i	i
Cc1ccc2nc(NCCCNC(=O)c3cnccn3)c(C#N)cc2c1	i	i
O=C(Cc1c(Cl)cccc1Cl)Nc1ccc(S(=O)(=O)Nc2ncccn2)cc1	i	i
O=C1Nc2cc(C(=O)N3CCC(N4CCCCC4)CC3)ccc2S/C1=C\c1ccccc1	-6.7*	i
Cc1c(NC(=O)c2c(F)cccc2F)c(=O)n(-c2ccccc2)n1C	i	i
CCOC(=O)C1=C(CS(=O)(=O)c2ccc(Cl)cc2)NC(=O)NC1c1ccc(O)c(OC)c1 (stereo not given)	i	i
COc1ccc(CC(=O)Nc2ccc(-c3nnc(-c4ccccc4)o3)cc2)cc1	.	i
COCCNC(=S)N(Cc1cc2cc(C)ccc2n2nnnc12)C1CCCC1	i	i
CC(=O)N(CN1C(=O)c2ccccc2C1=O)c1ccccc1	i	i
CCCN1CC23C=CC(O2)C(C(=O)O)C3C1=O (stereo not given)	i	i
COC(=O)c1c(NC(=O)C(=O)NCCCN2CCOCC2)sc2c1CC(C)(C)OC2	i	i
CCOC(=O)N1CCC(N(CCN(C)C)C(=S)Nc2ccc(Oc3ccccc3)cc2)CC1	i	i
Cn1cccc1C(=O)NC(=O)COC(=O)CNC(=O)CNC(=O)c1ccc(Cl)cc1Cl	i	i
Cn1c2ccc(Br)cc2c2nnc(SCC(=O)O)nc21	i	i
COc1cccc(OCC(=O)Nc2cc(NC(=O)COc3cccc(OC)c3)cc(C(=O)O)c2)c1	i	i
CC1CC(=O)N(c2ccc(NCc3ccc(Cl)cc3)c([N+](=O)[O-])c2)C1=O (stereo not given)	i	i
CCOC(=O)Cc1csc(-n2sc3ccccc3c2=O)n1	i	i
COC(=O)c1ccccc1N=Nc1c(N)[nH][nH]c1=O	i	i
O=C(CCNc1n[nH]c(=O)[nH]c1=O)N/N=C\c1ccc(Br)cc1	i	i
Cc1ccccc1C(=O)N=c1sccn1C	i	i
C#CCOCCOCCOCCNc1nc(N2CCN(C(=O)[C@H]([C@@H](C)CC)n3cc([C@@H](N)CO)nn3)CC2)nc(N2CCN(C(=O)[C@H](Cc3ccc(O)cc3)n3cc([C@@H](N)C(C)CC)nn3)CC2)n1 (stereo not given in full)	i	i
COc1ccc(C(CNC(=O)CSc2ccc(Br)cc2C)N2CCOCC2)cc1 (stereo not given)	i	i
CCc1ccccc1NC(=O)Nc1ccc(F)cc1	i	i
O=C(CCN1Cc2ccccc2C1)c1ccc2c(c1)OCCO2	-5.9*	i
Cc1ccc2nc(NCCCN3CCOCC3)c(C=NCCCN3CCOCC3)c(=O)n2c1	i	.

Bioassay records from PubChem BioAssay.
